# USP1 inh: inhibitors of human USP1/UAF1 deubiquitinase | O94782 | recombinant USP1/UAF1, Ub-Rhodamine cleavage fluorescence | Potency, µM (titrated, usually from 57.1 µM), for inactives: at the highest dose activity change, negative = inhibition, hits mostly inhibitors | hit rate 0.23% among 390,000; also: % is scaled to controls: 0 for no effect and ±100 for the full control effect; nearly all actives have a fitted effect of over 60% in size; inactives centre near -12
# Target sequence (O94782 whole entry, looked up): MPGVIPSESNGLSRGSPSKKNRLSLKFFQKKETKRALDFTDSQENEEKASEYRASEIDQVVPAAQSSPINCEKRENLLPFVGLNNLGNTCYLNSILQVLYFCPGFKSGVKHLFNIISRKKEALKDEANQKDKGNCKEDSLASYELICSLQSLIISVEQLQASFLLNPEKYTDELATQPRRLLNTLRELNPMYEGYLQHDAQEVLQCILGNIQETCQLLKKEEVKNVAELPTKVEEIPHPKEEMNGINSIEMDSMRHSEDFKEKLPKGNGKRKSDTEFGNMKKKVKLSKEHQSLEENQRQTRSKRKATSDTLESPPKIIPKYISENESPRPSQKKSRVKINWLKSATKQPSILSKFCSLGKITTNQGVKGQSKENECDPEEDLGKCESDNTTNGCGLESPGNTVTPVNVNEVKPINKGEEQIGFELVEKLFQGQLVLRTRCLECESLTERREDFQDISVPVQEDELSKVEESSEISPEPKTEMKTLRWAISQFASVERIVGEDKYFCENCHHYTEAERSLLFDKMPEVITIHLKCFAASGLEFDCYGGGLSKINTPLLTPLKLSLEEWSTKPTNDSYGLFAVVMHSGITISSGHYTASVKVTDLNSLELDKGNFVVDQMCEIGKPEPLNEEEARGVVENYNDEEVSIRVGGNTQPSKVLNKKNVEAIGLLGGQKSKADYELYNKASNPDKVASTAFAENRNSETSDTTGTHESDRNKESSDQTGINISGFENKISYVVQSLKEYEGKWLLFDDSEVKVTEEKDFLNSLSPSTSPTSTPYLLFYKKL
#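 High-throughput fluorogenic screen: 1nM USP1/UAF1 complex, Ub-Rho substrate 150nM final, 50mM HEPES pH 7.8 with 0.5mM EDTA, 0.1 mg/ml BSA, 1mM TCEP and 0.01% Tween-20.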
# mIDH1 inhibitor: blocks human mutant IDH1 R132H enzyme; AID 602179; IDH1-R132H enzyme, NADPH consumption, diaphorase/resazurin fluorescence; Potency, µM (top dose mostly 76.6 µM), inactives show at the top dose activity change, negative = inhibition, actives largely listed as inhibitors; hit rate 0.093% among 390,000; also: % is scaled to controls: 0 for no effect and ±100 for the full control effect; nearly all actives have a fitted effect of over 65% in size
#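 IDH1-R132H (0.5 ug/mL dispensed) in pH 7.5 Tris buffer was preincubated 30 min with compound, then given a substrate mix of 0.016 mM NADPH and 2 mM alpha-KG for 80 min at room temperature; remaining NADPH was read by diaphorase/resazurin fluorescence.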
# ALOX12 inh: ALOX12 (human) lipoxygenase inhibition | AID 1671190 | hit rate 1.1% among 580,000 | Potency, µM (doses to about 108 µM), for inactives: top-dose activity change, negative = inhibition, most hits filed as inhibitors | P18054 | purified 12hLO, xylenol orange hydroperoxide absorbance; also: % is scaled to controls: 0 for no effect and ±100 for the full control effect
#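 Purified human 12hLO (150 nM final) in 25 mM Hepes, 0.01% Triton X-100, pH 7.0 was preincubated 15 min at room temperature with compound. Then 40 uM arachidonic acid was added, 30 min. Hydroperoxide was read by Fe-XO absorbance ratio 573/405 nm.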
# RXFP1 ag: RXFP1 (human) receptor agonism | Q9HBX9 | HEK293T-RXFP1 cAMP TR-FRET, 30 min; response scale: percent of porcine relaxin response, buffer zero | Potency, µM (series often up to 57.5 µM), for the others: at the highest dose activation, hits mostly activators | hit rate 0.3% among 370,000; also: % is scaled to controls: 0 for no effect and ±100 for the full control effect; nearly all actives have a fitted effect of over 60% in size; many of its hits are not listed in these tables
#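 HEK293T cells stably expressing RXFP1 were pretreated with the PDE4 inhibitor Ro 20174, exposed to compounds for 30 min at 37C, lysed, and cAMP was read by TR-FRET. Data normalized to buffer (basal) and 29 nM porcine relaxin (100%).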
# TrxR1 substrate: is turned over as a substrate by rat TrxR1. O89049. purified TrxR1 substrate turnover, NADPH consumption readout. Potency, µM (titrated, usually from 114 µM), without a hit: at the highest dose activity change, negative = substrate turnover. hit rate 0.01% among 390,000; also: % is scaled to controls: 0 for no effect and ±100 for the full control effect; nearly all actives have a fitted effect of over 50% in size
#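 Rat TrxR1, dispensed at 90 nM, was prereduced with 400 uM NADPH (final) for 5 min at ~22 deg C, then incubated with compound 15 min before 400 uM selenite. A first-read NADPH fluorescence drop versus no-compound background flagged substrates.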
# rTrxR1 inhibitor: rat TrxR1 inhibition; O89049; recombinant rTrxR1, NADPH fluorescence consumption, selenite substrate; Potency, µM (titrated, usually from 114 µM), for inactives: top-dose activity change, negative = inhibition, hits mostly inhibitors; hit rate 1% among 390,000; AID 588453; also: % is scaled to controls: 0 for no effect and ±100 for the full control effect; nearly all actives have a fitted effect of over 65% in size
#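 Rat TrxR1 (90 nM in the dispensed reagent) was pre-reduced with 400 uM NADPH for 5 min at room temperature, then incubated with compound for 15 min. After 400 uM selenite was added, NADPH fluorescence (Ex 340/Em 450 nm) was followed for 8 min.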
# RGS4 inh: inhibitors of human regulator of G protein signaling 4; P49798; Transcreener GDP fluorescence polarization, RGS4-accelerated GTP hydrolysis; Potency, µM (doses to about 114 µM), for inactives: at the highest dose activity change, negative = inhibition, usual class: inhibitors; hit rate 0.039% among 390,000; also: % is scaled to controls: 0 for no effect and ±100 for the full control effect; nearly all actives have a fitted effect of over 75% in size; some results filed as inactive show a strong effect at the top dose
# Target sequence (P49798 whole entry, looked up): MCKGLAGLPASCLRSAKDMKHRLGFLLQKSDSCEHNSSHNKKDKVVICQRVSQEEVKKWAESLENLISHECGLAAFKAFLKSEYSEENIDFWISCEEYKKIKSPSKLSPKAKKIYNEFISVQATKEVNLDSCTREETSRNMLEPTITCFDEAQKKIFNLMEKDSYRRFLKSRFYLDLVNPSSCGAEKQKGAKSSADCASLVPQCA
#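 MLSMR compounds (23 nl, pin-transferred) preincubated 10 min at room temperature with a 500nM (2x) first reagent, then RGS4 at 900nM (2x) plus Transcreener GDP mix added; fluorescence polarization (620/688 nm) read before and after 90 min at 30 °C.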
# Vif-APOBEC3G blk: blocks the Vif interaction with human APOBEC3G; HeLa A3G-eYFP + Vif (tagged APOBEC3G with the HIV-1 protein that degrades it), YFP fluorescence, overnight; Potency, µM (doses to about 46.1 µM), for the others: at the top dose activity, negative = active, hits mostly inhibitors; Q9HC16; hit rate 0.076% among 410,000; AID 602310;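 also: % is scaled to controls: 0 for no effect and ±100 for the full control effect; nearly all actives have a fitted effect of over 60% in size; hits raise eYFP signal because A3G escapes Vif-driven loss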
#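 Read-out is eYFP fluorescence (Ex 488/Em 500-530) from Vif-expressing HeLa A3G-eYFP cells; more signal means A3G escaped Vif-mediated degradation. Cells plated overnight, compound pinned in, incubated overnight at 37 deg C.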
# Vif-A3F inh: blocks the Vif interaction with APOBEC3F | HeLa A3F-eYFP + Vif (tagged APOBEC3F with the HIV-1 protein that degrades it), YFP fluorescence increase | Potency, µM (top dose mostly 46.1 µM), for the others: at the highest dose activity, negative = active | hit rate 0.2% among 390,000; also: % of control where 0% means no effect; nearly all actives have a fitted effect of over 65% in size
#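 HeLa cells stably expressing A3F-eYFP plus Vif, plated and incubated overnight at 37 deg C, then exposed to compounds overnight at 37 deg C. Blocked degradation read as raised yellow fluorescence (Ex 488/Em 500-530).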
# Starred values were filed as active, the others as inactive; ? = inconclusive; . = not tested or not shown; & = joins results of further samples; [ ] = another dose, or the depositor's remark. Calls follow the shape of the dose curve; as a rule, active = well fitted curve in the direction sought with a large enough effect; inconclusive = small, poorly fitted or top-dose-only effect, or another doubt; inactive = no such curve, though single readings can be large; an effect the other way counts as inactive or inconclusive. Potency is read from the fitted curve at half-maximal effect.
SMILES,USP1 inh,mIDH1 inhibitor,ALOX12 inh,RXFP1 ag,TrxR1 substrate,rTrxR1 inhibitor,RGS4 inh,Vif-APOBEC3G blk,Vif-A3F inh
CCc1ccc(NC(=O)Cc2ccc(-n3cccc3)cc2)cc1,-11%,0%,-1%,0.2%,-1%,8%,-31%,-4%,2%
O=C(NC1CCCCC1)c1nn2c(C(F)(F)F)cc(-c3ccco3)nc2c1Br,-2%,7%,?,9.0%,5%[57.1 µM],-21%[57.1 µM],0%,-7%,?
COc1cccc(C(=O)NC2CC3CCCC(C2)N3CC(=O)Nc2ccc(N(C)C)cc2)c1 (stereo not given),-20%,-5%,-2%,-0.5%,9%[57.1 µM],13%[57.1 µM],-13%,0%,7%
CC(C)CNC(=O)c1cccc(NC(=O)COc2cccc([N+](=O)[O-])c2)c1,-12%,-3%,-11%,-1.7%,-1%,24%,17%,1%,2%
COc1ccc(S(=O)(=O)CCC(=O)N2CCN(c3ccccc3F)CC2)cc1,-12%,-8%,-9%,0.4%,2%,17%,-9%,1%,-1%
O=C(NCCN1CCN(C(=O)c2ccc(F)cc2)CC1)c1ccc(F)cc1,-16%,5%,?,-1.4%,-10%,-7%,-2%,-1%,7%
CC(C)Oc1ccc(CNC(=O)CCn2c(=O)c3cccn3c3ccc(F)cc32)cc1,2%,-9%,0%,0.1%,4%[11.4 µM],16%,-25%,-5%,-3%
CCOc1nc(-c2ccccc2)c2cc(Br)ccc2n1,-10%,0%,?,0.0%,9%,6%,4%,-1%,-8%
O=C1c2ccccc2S(=O)(=O)c2cc(N3CCOCC3)ccc21,-21%,3%,?,.,-4%,2%,-14%,-6%,-6%
CCOCCCNC(=O)C(c1ccc(OC)cc1)N(Cc1cccs1)C(=O)c1ccc(NC(C)=O)cc1 (stereo not given),5%,-12%,-21%,-1.5%,8%[2.29 µM],3%,18%,-3%,2%
CC1CC(C)CN(C(=O)C(C)N(C)CC(=O)Nc2ccc(Cl)cc2)C1 (stereo not given),-20%,15%,?,-0.6%,2%,13%,-10%,5%,1%
CCOc1cc(CNn2cnnc2)ccc1OCC(=O)NC1CCCCC1,-14%,1%,6%,1.0%,10%,10%,-10%,1%,-10%
N=c1c2c3c(sc2ncn1CCCN1CCOCC1)CCCCC3,-10%,1%,-24%,3.4%,7%,12%,-20%,-4%,-10%
O=C(NC(=O)c1ccccc1)C1=C(N2CCCC2)COC1=O,15%,5%,12%,1.5%,11%[57.1 µM],25%[57.1 µM],22%,0%,0%
CCC(=O)Nc1cccc(C(=O)N(Cc2ccccc2)Cc2ccccc2)c1,-16%,2%,-24%,0.9%,-3%,3%,20%,-5%,1%
Cc1oc(-c2ccc(C(=O)NC(C)c3ccccc3)cc2)nc1CS(=O)(=O)c1ccccc1 (stereo not given),-2%,-11%,-14%,1.1%,8%,17%,10%,2%,-2%
CCOC(=O)Cc1csc(NC(=O)NC2(C(F)(F)F)Oc3ccccc3O2)n1,-17%,2%,?,-1.1%,-5%,11µM*,?,-28%,-1%
CN(Cc1ccccc1)C(=O)c1cc(-c2ccc(Br)cc2)on1,-5%,3%,-7%,-3.4%,0%,17%,2%,5%,-11%
COc1ccc(C(=O)N/N=C/c2ccc(OC)c(COc3c(F)c(F)cc(F)c3F)c2)cc1,-17%,-3%,0%,-0.8%,3%,-8%,?,2%,0%
O=C(COC(=O)c1cccnc1Cl)NCCCc1ccccc1,-22%,4%,27%,3.3%,-6%,3%,11%,2%,-1%
CN1CCN(CC(O)(c2ccc(Cl)cc2)c2ccc(Cl)cc2)CC1,-22%,3%,?,2.7%,2%[57.1 µM],7%[57.1 µM],?,5%,11%
COc1cccc(N2CCN(C(=O)CCNS(=O)(=O)c3ccc(F)c(F)c3)CC2)c1,-8%,-1%,68%[activator],.,-3%,17%,21%,0%,-7%
Cc1nc(SCC(=O)Nc2sccc2C(N)=O)c2c(C)c(C)sc2n1,?,-4%,?,.,.,.,.,-11%,-1%
COCCN(Cc1cc2cc(C)ccc2n2nnnc12)C(=S)Nc1ccc(OC)cc1,-21%,-2%,-7%,.,2%,19%,-14%[11.4 µM],0%,-4%
Cc1ccc(-c2c(C(=O)N/N=C/c3ccc(C)o3)nnn2-c2nonc2N)cc1,-1%,23%,-24%,-0.4%,-4%,22%,13%,-1%,1%
CC12CCC(C(N)=O)(c3nc4ccccc4nc31)C2(C)C (stereo not given),-12%,8%,?,-1.3%,12%[57.1 µM],16%[57.1 µM],?,-1%,-8%
Nc1nncn1C(=O)CCc1ccccc1,-7%,5%,-23%,0.0%,11%[57.1 µM],18%[57.1 µM],-12%,0%,-3%
COC(=O)CNC(=O)c1c(C)cc(=O)oc1C,9%,1%,-18%,0.2%,-6%,6%,-12%,3%,-6%
CC1CCN(C(=O)c2[nH]cnc2C(=O)N[C@@H](C)C(=O)OCc2ccccc2)CC1,?,9%,-17%,0.0%,11%,27%,-9%,1%,-4%
COc1ccc(OC)c(C2NC(=O)CCC2[N+](=O)[O-])c1 (stereo not given),-22%,6%,0%,-2.8%,7%,25%,20%,-1%,8%

# Ordered by the number under Vif-A3F inh (largest number first): 3 of the compounds above
structure | Vif-A3F inh
CN1CCN(CC(O)(c2ccc(Cl)cc2)c2ccc(Cl)cc2)CC1 | 11%
Cc1ccc(-c2c(C(=O)N/N=C/c3ccc(C)o3)nnn2-c2nonc2N)cc1 | 1%
COc1ccc(C(=O)N/N=C/c2ccc(OC)c(COc3c(F)c(F)cc(F)c3F)c2)cc1 | 0%

# Next section
SMILES,USP1 inh,mIDH1 inhibitor,ALOX12 inh,RXFP1 ag,TrxR1 substrate,rTrxR1 inhibitor,RGS4 inh,Vif-APOBEC3G blk,Vif-A3F inh
CCn1ccc2cc(S(=O)(=O)N3CCCN(C(=O)NCC(=O)OC)CC3)ccc21,?,-14%,-11%,-0.5%,-3%[57.1 µM],-9%[57.1 µM],-30%,-1%,1%
CCCCN1C(=S)NC[C@@H]1Cc1ccc(O)cc1,-7%,1%,-5%,0.4%,10%[57.1 µM],8%[57.1 µM],2%,-1%,5%
O=C1NCC(=O)N(Cc2ccccc2)/C1=C/c1ccccc1,-25%,3%,-4%,2.4%,-1%[57.1 µM],3%[57.1 µM],-4%,0%,4%
CN(CC(=O)NCc1ccccn1)S(=O)(=O)c1ccccc1,1%,4%,8%,1.1%,9%,23%,7%,-1%,-3%
COc1ccc(NC(=O)CSc2c3c(nc4ccccc24)CCC3)cc1Cl,4%,6%,2%,6.6%,2%,5%,-15%,-1%,-11%
CC1CN(C(=O)C(C)N2C(=O)c3ccccc3C2=O)CC(C)O1 (stereo not given),-10%,-1%,16%,0.2%,9%,33%,-1%,1%,-2%
CCCCCCN1C[C@H](n2cc(-c3ccc(F)cc3)nn2)[C@@H](O)C[C@@H]1c1ccc(Cl)cc1,-22%,2%,-70%,.,.,.,.,-6%,-4%
CCCC(=O)Nc1cc(-c2cn3cccnc3n2)ccc1OC,-9%,6%,12%,6.4%,44%[activator],17%,13%,6%,2%
CN(Cc1ccccc1)C(=O)c1nc[nH]c1C(=O)N1CCN(c2ccccc2)CC1,-14%,-5%,8%,-1.3%,9%[57.1 µM],21%[57.1 µM],6%,-1%,-5%
COc1ccc(-c2cn(-c3ccc(SC(F)F)cc3)c3[n+]2CCC3)cc1OC,-12%,13%,-9%,0.0%,11%[57.1 µM],2%,-26%,3%,8%
O=C(CNc1cc(S(=O)(=O)N2CCCC2)ccc1OCC(F)(F)F)Nc1ccc(SC(F)F)cc1,-23%,2%,-14%,-1.3%,-13%[57.1 µM],13%[57.1 µM],-26%,3%,3%
O=C(CCN1C(=O)/C(=C/c2ccccc2Cl)SC1=S)N1CCCC1,-2%,2%,-8%,-3.2%,-7%,4%,-20%,0%,2%
O=C(CCS(=O)(=O)c1ccccc1)Nc1cccc2c1C(=O)NC2=O,-19%,3%,62%[activator],28%,9%[57.1 µM],12%[57.1 µM],-8%,0%,-13%
CC(C)CN(CC(C)C)C(=O)CN1c2cccc3cccc(c23)S1(=O)=O,-15%,-6%,6%,-2.7%,5%,7%,17%,-1%,-4%
CC(=O)Oc1ccccc1C1=NN(C(=O)/C=C/c2ccccc2)C(c2ccccc2)C1 (stereo not given),-2%,0%,-4%,0.0%,3%[57.1 µM],14%[57.1 µM],18%,0%,-14%
CCOC(=O)c1c(C)n(OC)c2ccc3c(no[n+]3[O-])c12,1%,3%,-32%,-1.3%,-4%,-8%,17%,0%,-2%
CCN1CCN(CC(=O)c2c[nH]c3ccccc23)CC1,-21%,6%,?,0.2%,1%,-14%,-20%,1%,-5%
O=S(=O)(c1ccccc1Cl)N1CCCC1c1nc(-c2ccc(Cl)cc2)no1 (stereo not given),-10%,6%,?,1.6%,-2%,12%,0%,2%,0%
COc1ccc(N2CCN(C(=O)CCC(=O)c3cc(C)sc3C)CC2)cc1,-24%,0%,-18%,-2.9%,-3%,3%,-5%,8%,-4%
COc1ccc(OC)c(CCNC(=O)CCCc2nnc3n(C)c(=O)c4sccc4n23)c1,1%&-17%,-2%,8%&-9%,?,4%,11%&12%,-9%&8%,2%,1%

# Bioassay records as filed in PubChem BioAssay.

# An excerpt; count on the stated rates, not on these rows.
